Bioassay records (PubChem)
GalR3 antagonist: GalR3 antagonists in HEK293 cells, primary screen, cell-based, fluorescence readout | inhibition, % at 3 µM | 360,000 tested, 0.44% active | Galanin receptor type 3 (Homo sapiens), O60755 | HEK293 GalR3-CNG cAMP membrane potential fluorescence; galR3 body fused to GalR1 C-terminus;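 active means inhibition above the screen-wide average plus 3 SD, cut at about 13% in these data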;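 further: forskolin and galanin both at EC90 stimulate the cells; cAMP rise reported by CNG channel membrane potential dye signal; 0% = forskolin plus galanin with DMSO and 100% = forskolin alone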
Target sequence (O60755 1-299 limits assumed): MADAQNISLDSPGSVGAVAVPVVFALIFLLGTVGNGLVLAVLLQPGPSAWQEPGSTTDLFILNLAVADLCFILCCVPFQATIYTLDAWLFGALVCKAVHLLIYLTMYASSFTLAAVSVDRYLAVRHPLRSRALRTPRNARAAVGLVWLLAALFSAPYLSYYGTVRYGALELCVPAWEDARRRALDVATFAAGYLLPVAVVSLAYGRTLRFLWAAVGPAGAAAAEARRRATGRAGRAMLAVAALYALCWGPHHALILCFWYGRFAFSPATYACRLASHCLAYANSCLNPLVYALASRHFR
p-CIP stab down: p/CIP-EGFP fusion destabilizers, primary screen, fluorescence, F442A cells; Q05BA5; 16 h; decrease of EGFP signal, % at 10 µM; 290,000 tested, 0.01% active;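 active means EGFP signal decrease of at least 30% at 10 µM or well 3 SD below plate mean, unless failing retest; inactive means the rest, including hits failing retest or dose response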; further: some compounds called inactive have numbers as strong as hits; many of its hits are not listed in these tables
IDE cell inh: human IDE inhibitors in live cells, primary screen, fluorescence polarization, HEK cells, FAbetaB substrate; FAbetaB cleavage; Insulin-degrading enzyme (Homo sapiens), P14735; 320,000 tested, 0.41% active; inhibition, % at 5.59 µM;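 active means percent inhibition above the average of all tested compounds plus 3 SD, set per screening campaign, cut at about 16% in these data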;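 further: IDE supplied by intact live HEK cells; FP after avidin binding of uncleaved biotin substrate so inhibition keeps polarization high; 0% = DMSO wells and 100% = 60 µM reference IDE inhibitor Ii1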
SUMO HTRF inh: inhibitors of in vitro SUMOylation cascade, primary screen, biochemical, HTRF, uHTS | SUMO-conjugating enzyme UBC9 (Homo sapiens), P63279 | HTRF SUMOylation assay, SAE1/SAE2 + UBC9 | AID 2006, 2009 | inhibition, % at 35 µM | 290,000 tested, 0.36% active; in the data active means inhibition above about 50%, passing the limit was not always enough; further: strong numbers were not always called active
Target sequence (P63279 whole entry, looked up): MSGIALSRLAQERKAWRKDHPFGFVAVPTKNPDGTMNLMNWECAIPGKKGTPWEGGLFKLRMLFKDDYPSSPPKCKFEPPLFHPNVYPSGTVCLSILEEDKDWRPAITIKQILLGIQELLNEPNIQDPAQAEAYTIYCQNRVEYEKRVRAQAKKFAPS
CRFR2-BP antag: antagonists of CRF-BP/CRF-R2 complex, primary screen, cell-based, HEK293, calcium dye fluorescence, uHTS; AID 588475, 2011; CRF-induced calcium fluorescence; 350,000 tested, 0.59% active; inhibition, % at 11.8 µM;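 active means inhibition of the ligand-induced calcium signal above about 50% at the single tested concentration, limit read from the data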
IDE cell activ: human IDE activators in live cells, primary screen, fluorescence polarization, HEK cells, FAbeta-B substrate | activation, % at 5.96 µM | 340,000 tested, 0.073% active | FAbeta-B cleavage; 0% vehicle, 100% cell-free pure enzyme wells | Insulin-degrading enzyme (Homo sapiens), P14735 | AID 493087, 2011;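 active means activation above the mean of all tested compounds plus 3 SD, set per screening campaign, cut at about 17% in these data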
IMP-1 inh: IMP-1 metallo-beta-lactamase inhibitors, primary screen, biochemical, epi-absorbance readout, Pseudomonas aeruginosa enzyme; metallo-beta-lactamase IMP-1 (Pseudomonas aeruginosa); purified IMP-1, nitrocefin hydrolysis, epi-absorbance fluorescence; inhibition, % at 5.6 µM; 290,000 tested, 0.45% active;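 active means inhibition above the mean plus 3 SD of all compounds in the same screening run, cut at about 4.5% in these data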;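 further: 0% = IMP-1 with DMSO and 100% = DMSO wells lacking enzyme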
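System: purified IMP-1 / Input: IMP-1 dispensed at 0.2 nM / Medium: 50 mM HEPES pH 7.1, 50 µM ZnSO4, 0.05% Brij 35 / Timing: 15 min enzyme–compound preincubation, then 25 min nitrocefin reaction, 25 °C / Technique: plate fluorescence quenching by hydrolysis product, ex 480/em 530 nm / Repeats: singlicate testing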
NS3 helicase inh: inhibitors of HCV NS3 helicase, primary screen, biochemical, Cy5 molecular beacon fluorescence | AID 1800, 2009 | 290,000 tested, 0.56% active | inhibition, % at 10.9 µM | NS3 helicase DNA unwinding;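 active means inhibition above the mean of all tested compounds plus 3 SD, set per campaign, cut at about 35% in these data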;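 further: 0% = DMSO wells and 100% = thioflavine S control wells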
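Test system: hepatitis C virus NS3 helicase domain fragment enzyme. Also added: annealed dual-labelled DNA beacon duplex, ATP-started. Timing: 60 min unwinding reaction at 25 °C after ATP addition. Technique: Cy5 fluorescence. Measure: % inhibition of unwinding.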
VIM-2 inh: VIM-2 metallo-beta-lactamase inhibitors, primary screen, biochemical, epi-absorbance readout, Pseudomonas aeruginosa enzyme; purified VIM-2, nitrocefin hydrolysis, epi-absorbance fluorescence; inhibition, % at 5.6 µM; 290,000 tested, 0.89% active; AID 1527, 2009;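 active means inhibition above the mean of all tested compounds plus 3 SD, cutoff set per screening run, cut at about 7.5% in these data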;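 further: red hydrolysis product quenches plate fluorescence so inhibitors raise well fluorescence; 0% = enzyme with DMSO and 100% = DMSO without enzyme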
* marks the source's active call; other numbers are inactive results; . = not tested or not shown; & = joins results of further samples.

Below each compound – GalR3 antagonist, p-CIP stab down, IDE cell inh, SUMO HTRF inh, CRFR2-BP antag, IDE cell activ, IMP-1 inh, NS3 helicase inh, VIM-2 inh
> CC1CC(C)CN(C(=O)CCCn2c(=S)[nH]c3ccccc3c2=O)C1 (stereo unspecified)
  -3, 0, 0, -5, -2, -6, -3.8, -10, -4.5
> CC(C)=CCC/C(C)=C/C=N/NC(=O)c1cccc([N+](=O)[O-])c1
  -5, 4, 3, 5, 15, 5, -4.4, 1, -4.4
> CCC(C(=O)NCC1CCCO1)N(C(=O)c1snc(C(N)=O)c1N)c1ccc(Cl)cc1 (stereo unspecified)
  -9, 13, 4, -4, 4, 1, -1.0, 4, -0.1
> Cc1ccc(S(=O)(=O)C(NC(=O)c2ccccc2)=C(Cl)Cl)cc1
  3, ., 2, ., -5, 3, -3.1, 9, -2.5
> O=C(Nc1ccccn1)C12CC3CC(CC(C3)C1)C2
  -6, 2, -6, 4, -24, 6, -0.1, 0, -3.5
> CS(=O)(=O)N(CC(=O)Nc1ccccc1C(=O)N1CCOCC1)c1ccc(F)c(Cl)c1
  -5, -18, 7, -7, 9, -4, -6.0, -2, -0.7
> CCc1ccc(NC(=O)CSc2nc3[nH]ncc3c(=O)[nH]2)cc1
  1, 6, 4, -15, -7, 0, -2.9, 4, -2.5
> Cc1ccc(-c2nnc(SCC(=O)n3c4c(c5ccccc53)CCCC4)o2)cc1
  ., -12, 2, 16, ., ., 1.2, 6, -0.6
> CCOC(=O)Nc1ccc2c(CN3C(=O)NC(CC)(CC)C3=O)cc(=O)oc2c1
  0, -10, -3, -3, 17, ., -1.5, 6, 2.3
> O=C1CC(NC(=O)C(F)(F)F)=NN1c1ccccc1
  0, -13, 0, 12, 15, 6, -2.5, -10, -2.7
> CCCNc1c(NS(=O)(=O)c2ccc(C)c(C)c2)c(=O)oc2ccccc12
  2, 4, 4, -2, 2, -2, 0.2, -2, -0.9
> Cc1cc(NC(=O)c2c([N+](=O)[O-])cnn2C)no1
  -6, -5, 1, -18, -13, 1, -0.1, 5, -2.2
> COc1ccc(OCCOCCOc2ccc(C)cc2[N+](=O)[O-])cc1
  0, -5, 2, -7, 4, 0, -4.9, 12, -1.1
> O=C(Oc1cccc(N2C(=O)C3C4c5ccccc5C(c5ccccc54)C3C2=O)c1)c1ccco1 (stereo unspecified)
  -3, -12, 2, 2, -12, 0, -4.3, -12, -2.8
> Cc1ccc(NC(=S)N2CCCC(CO)C2)c(C)c1 (stereo unspecified)
  1, -10, 0, 7, 0, -5, -1.8, -7, -2.9
> CN(CC(=O)NNC(=O)CNC(=O)c1ccccc1Cl)S(=O)(=O)c1ccc(Cl)cc1
  -3, ., 2, ., -1, -3, ., ., .
> Cc1ccc(NC2SC(=O)N(Cc3cccc(C(=O)O)c3)C2=O)cc1 (stereo unspecified)
  -3, 2, 3, 5, 12, 3, 0.4, 24, 0.2
> Cc1ccc(-c2nnn3c2nc(Cl)c2ccccc23)cc1
  -2, 12, ., 8, -26, 3, -2.0, -5, -0.1
> CC1CN(Cc2nc3c(c(=O)n(C)c(=O)n3C)n2Cc2cccc(Cl)c2)CC(C)O1 (stereo unspecified)
  ., -11, -1, -2, -52, 3, -4.6, -8, -0.7
> CCOc1cc(C(=O)Nc2ncccn2)cc(OCC)c1OCC
  -4, 3, 0, 28, -1, -1, -1.7, 6, -2.7
> CCOc1cc(OCC)nc(S(C)(=O)=O)n1
  7, -2, -3, -16, 5, 1, -0.6, 1, -0.4
> COc1ccc(-n2nc(C(=O)NCC(=O)NCc3ccco3)c3ccccc3c2=O)cc1Cl
  -2, 4, 3, -14, -20, 2, -3.6, 2, -1.9
> O=C(CSc1nnc(-c2ccc(OC(F)F)cc2)o1)NCc1cccs1
  0, -4, 4, 10, 9, 1, -1.9, 9, -2.8
> CCCC1C2C(=O)N(c3ccccc3)C(=O)C2ON1c1ccccc1 (stereo unspecified)
  -2, 0, -3, 2, -8, 0, 0.9, 2, 1.4
> COC(=O)c1ccc(NC(=O)CSc2nnc(COc3ccc4c(c3)CCCC4)o2)cc1
  -3, -6, 0, -28, -13, 0, -1.2, 2, -0.1
> COc1ccc(S(=O)(=O)N2CCOC23CCN(S(=O)(=O)c2ccc(Cl)cc2)CC3)cc1
  -2, ., -5, ., -5, 4, ., ., .
> CCCC(C)C1c2c(c(C)c(C)oc2=O)Oc2c(C)c(C)oc(=O)c21 (stereo unspecified)
  -3, ., 4, ., 13, 1, ., ., .
> COc1ccc(Nc2nc(N)c([N+](=O)[O-])c(NC3CCCCC3)n2)cc1
  -10, -9, 0, -29, -57, 0, -2.4, -48, -1.3
> NC(=O)c1ccc(OCC2CCCO2)cc1 (stereo unspecified)
  -5, -8, 1, 12, 12, 5, -3.9, 13, -3.6
> COc1ccc(CC(=O)OCC(=O)N2CCCc3ccccc32)cc1OC
  3, ., 8, ., 5, 2, ., ., .
> Cc1cc(C)n2nc(C(=O)OCCOc3ccc(F)cc3)nc2n1
  -1, 5, 4, -2, 5, -1, -2.3, -3, -1.9
> CCCn1cc(S(=O)(=O)CC(=O)NC2CCCCC2)c2ccccc21
  -3, -4, -6, -14, -17, 3, -0.4, -6, -1.1
> CCOC(=O)c1cnc(SC)nc1NCCOC
  2, -15, -4, 13, 8, 4, -1.5, -5, 1.5
> O=C(CCn1c(=S)oc2ccccc21)NCCC1=CCCCC1
  10, -10, 4, 16, 9, 1, 0.3, 1, 1.4
> COc1ccc(NC(=O)c2ccccc2C)cc1
  -10, 9, 1, -8, 1, 1, -2.7, 1, -1.2
> CSc1ccccc1OCc1cc(C(=O)NC2CCOC2)no1 (stereo unspecified)
  -8, 1, 6, -9, 14, 1, -1.1, 6, 0.3
> O=S1(=O)CCN2C=Nc3sc4c(c3C2=N1)CCCC4
  -4, -5, 5, 4, -12, -1, 0.0, -8, 3.4
> COc1ccccc1NC(=O)CSc1nc2sc(C)c(C)c2c(=O)n1C
  -10, -20, -2, -6, -2, 3, -1.8, 11, 1.1
> COc1ccc(-n2nc(C(=O)NCC(=O)NCCC3=CCCCC3)c3ccccc3c2=O)cc1OC
  -6, 11, 3, -4, 2, 3, 1.4, -11, -1.3
> Cc1ccc(-c2c3c(=O)n(C)c(=O)n(C)c3cn2-n2cnnc2)cc1
  -1, -22, 0, 5, -3, 6, -4.4, 6, -3.4
> CCc1cc2c(Sc3nc4ccccc4s3)ncnc2s1
  -5, 0, -2, 18, -5, 5, 0.2, -17, -2.7
> COc1ccc(OC)c(CCNC(=O)Cn2sc3nc(C)cc(C)c3c2=O)c1
  ., -2, 20*, 4, ., ., -4.5, -4, -3.5
> CCOC(=O)N1CCN(S(=O)(=O)N2CCCC(C(=O)NCc3ccccc3OC)C2)CC1 (stereo unspecified)
  -1, 0, 3, -10, -3, 4, -1.3, -5, -1.5
> Cc1ncc(CO)c(/C=N/NC(=S)Nc2ccc(F)cc2)c1O
  -3, -2, -8, 1, -10, 2, -0.7, 7, -1.4
> CC(=O)c1cccc(NC(=O)c2sc3nc4n(c(=O)c3c2C)CCCCC4)c1
  0, -10, 1, ., -6, 2, -0.1, -4, -0.3
> COc1ccc(C)cc1NS(=O)(=O)c1ccc2c(c1)n(C)c(=O)n2C
  -7, -6, 3, 3, 6, 2, -3.4, 5, -0.8
> CN(C)/C=C(/C(=O)c1ccc(Cl)cc1)S(=O)(=O)c1ccc(Cl)cc1
  -4, -1, -2, 17, 0, 4, -1.4, -2, -2.9
> O=C(CSc1nc2ccccc2c(=O)n1-c1ccc(OC(F)F)cc1)NCc1cccs1
  -4, -16, -3, -2, 4, 2, -1.2, 2, -0.8
> CCN1CCN(CC(O)COc2ccc(C)c(C)c2)CC1 (stereo unspecified)
  -6&-7, -15, 6, 18, 5&-3, -4&-2, -3.6, -1, -4.3
> COC(=O)c1ccccc1NC(=O)c1ccc(-c2cccc(Cl)c2)o1
  -3, -16, -7, -2, -1, 0, 4.3, 21, 2.1
> CCOC(=O)C1CCN(C(C(=O)NC2CCCC2)c2ccc(C)cc2)CC1 (stereo unspecified)
  8, -10, 0, -13, -14, 0, -2.8, 2, 0.6
> O=C(Cc1ccccc1)Nc1ccc(NC(=O)c2ccccc2)nc1
  -5, -9, 0, 13, 26, 1, -3.3, -2, -3.0
> Cc1cc(C)c(NC(=O)CNC(=O)COC(=O)Cc2cccs2)c(C)c1
  1, ., -4, ., 7, 4, ., ., .
> COCCNC(=O)c1cc(-c2ccc3c(c2)OCO3)on1
  -6, -16, -3, 6, -13, -2, -0.8, 8, -3.9
> CCOc1ccc(S(=O)(=O)N2CCCCC2)cc1NC(=O)CN1C(=O)NC(C)(c2ccccc2)C1=O (stereo unspecified)
  -2, ., 1, ., -6, 1, ., ., .
> Cc1ccc(C(=O)NC2CCSC2=O)cc1 (stereo unspecified)
  -7, -3, -3, 11, 2, -1, -2.7, 1, 1.7

The order is random. Share with any hit: about 3.2%.
